# Source: PubChem (several laboratories)
# b-catenin transl = beta-catenin nuclear translocation modulation; HeLa beta-catenin nuclear translocation, immunofluorescence imaging; nuclear translocation activity, % at 5 µM; 190,000 compounds, 0.3% hits; AID 1665;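 active = nuclear translocation activity above 50% at 5 µM, with a well cell count of 50 or more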;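 also: per-cell ratio of nuclear to cytoplasmic median beta-catenin stain intensity; plate controls were DMSO negative control for no effect and GSK-3 inhibitor IX positive control for full effect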
#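 Technique: fluorescence imaging of beta-catenin antibody stain plus DAPI / Material: human HeLa cell line / Incubation: compound treatment 24 h, 37°C, 5% CO2 / Read-out basis: % activation of per-cell nuclear versus cytoplasmic median beta-catenin signal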
# NOD2 inhibition = inhibition of NOD2-driven NF-kB reporter – cell-based, luminescence, uHTS, HEK293 (AID 1566); HEK293 NOD2/NF-kB luciferase reporter, luminescence; higher % means a stronger effect; one-dose inhibition, % at 4 µM; EC50 in µM for titrated hits; 290,000 compounds, 0.63% hits; in the data active = inhibition above about 50%; also: many of its hits are not listed in these tables
# M17LAP inhibition = P. falciparum M17LAP inhibitors, primary screen, biochemical, fluorogenic H-Leu-NHMec substrate, 1536-well (AID 1619); recombinant M17LAP, H-Leu-NHMec fluorogenic kinetic assay; higher % means a stronger effect; inhibition, % at 30 µM, or IC50 in µM where a hit was titrated; 220,000 compounds, 0.38% hits;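 active = compound inhibiting the enzyme by more than half at any dose during confirmatory dose-response retesting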;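 also: plate controls were full reaction with DMSO carrier for no effect and no enzyme background for full effect; strong numbers were not always called active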
# MT stabilize HCS = microtubule stabilizers in HeLa cells. % tubulin-high responders, % at 10 µM. AID 2205. 200,000 compounds, 0.83% hits. HeLa tubulin immunostaining HCS, 24 h; share of cells brighter than vehicle mean+2SD;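 active = plate Z-score above 3 for both tubulin-high and condensed-nucleus cell shares, with cell loss under 80%, at 10 µM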;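 also: anti alpha tubulin signal scored within the nucleus-defined area of each cell; some results filed as inactive read as strong as hits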
# Yfh1-off respiration = mitochondrial function rescue without frataxin homolog – Friedreich's ataxia, plus single-dose screen, dose response (AID 1465); S. cerevisiae Yfh1-off respiration, WST-1 reduction, 72 h; higher fold induction means a stronger effect; fold induction at 50 µM; hits with a dose series show EC50 in µM; 220,000 compounds, 0.074% hits;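 active = fold induction of absorbance versus untreated yeast above a set limit, then at least 30% activation at any dose in follow-up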;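 also: activators that raise dye reduction in frataxin-depleted yeast; strong numbers were not always called active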
# Dynein transport = blocks dynein driven cargo transport along microtubules. 3617.4 mouse cells, GR-EGFP nuclear translocation imaging; test concentration mostly 20 µM; stimulated with dexamethasone, 1 µM; active compounds read low. z-score, hits read low. 220,000 compounds, 0.47% hits. AID 1381;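 active = plate z-score of nuclear minus cytoplasmic receptor signal below a set negative limit, without overly bright fluorescence or cell loss, cut at about -3.5 in these data, passing the limit was not always enough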;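 also: z-score of nuclear minus cytoplasmic ring GR-EGFP intensity difference per well; some compounds called inactive have numbers as strong as hits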
#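 Schedule: 48 h induction, then 1 h compound, then 30 min agonist, 37 °C. Buffer or medium: tetracycline-free induction medium containing charcoal-stripped FBS. Reagent: 1.0 µM final dexamethasone stimulus. Evaluation: nuclear versus cytoplasmic GR-EGFP signal, averaged per well. Signal: high-content fluorescence imaging after fixation.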
# Autophagy mod = autophagy modulation, high-content screen. AID 463193. calls only at 10 µM (by protocol). 190,000 compounds, 0.98% hits. MEF GFP-LC3 puncta imaging; test concentration mostly 10 µM;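 active = percentage of spot-positive cells more than 3 SD above its plate mean, without a fluorescence outlier flag or 80% toxicity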;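 also: spot-positive cell cutoff set from DMSO-treated cells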
# NOD1 inhibition = NOD1 signaling inhibitors, primary screen, cell-based, luminescence, uHTS (AID 1578). inhibition, % at 4 µM, or EC50 in µM where a hit was titrated. 290,000 compounds, 1% hits. NOD1-driven NF-kB luciferase reporter cells, luminescence; higher % means a stronger effect; in the data active = inhibition mostly above about 36%, no sharp cut-off; inactive = mostly below about 34%;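 also: HEK-293T reporter cells stimulated with the NOD1 agonist gamma-tri-DAP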
# Ins promoter up = MIN6 insulin promoter up-regulation. 190,000 compounds, 0.3% hits. AID 1625. z-score at 5 µM. MIN6 insulin promoter-GFP reporter, high-content imaging; active compounds read high;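 active = z-score above 3 at 5 µM with at least 500 cells counted in the well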
# Dynein transport cytoplasmic EGFP = recorded beside Dynein transport, whose call it bears; z-score; measured here: cytoplasmic GR-EGFP intensity; active compounds read high
# Dynein transport nuclear GR-EGFP = also measured in Dynein transport; calls as there; z-score; measured here: nuclear GR-EGFP intensity;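 lower value marks the stronger effect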
# Dynein transport cell count = further read-out of Dynein transport, marked with its call; z-score; measured here: cell count per field
# Ins promoter up cell count = recorded beside Ins promoter up, whose call it bears; cell count; measured here: cytotoxicity, nuclei count;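 total cells summed across four imaged fields per well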
# b-catenin transl cell count 5 µM = recorded beside b-catenin transl, whose call it bears; cell count; measured here: cell count, cytotoxicity flag
# MT stabilize HCS Hoechst-high % = also measured in MT stabilize HCS; calls as there; % Hoechst-high responders; measured here: nuclear condensation Hoechst responders;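 share of cells brighter than vehicle mean plus two SD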
# MT stabilize HCS cytotoxicity % = also measured in MT stabilize HCS; calls as there; toxicity, %; measured here: cytotoxicity by cell density;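 0% = mean cell density of plate MIN control wells and 100% = no cells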
# Autophagy mod cell loss 18 h = second read-out of Autophagy mod, no call of its own (marks repeat the call); toxicity, %; measured here: cell loss, nuclei count;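 cell loss after 18 h compound exposure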
# * marks the source's active call; other numbers are inactive results; i = inactive; · = no result given.
SMILES,b-catenin transl,b-catenin transl cell count 5 µM,NOD2 inhibition,M17LAP inhibition,MT stabilize HCS,MT stabilize HCS Hoechst-high %,MT stabilize HCS cytotoxicity %,Yfh1-off respiration,Dynein transport,Dynein transport cytoplasmic EGFP,Dynein transport nuclear GR-EGFP,Dynein transport cell count,Autophagy mod,Autophagy mod cell loss 18 h,NOD1 inhibition,Ins promoter up,Ins promoter up cell count
COCCN(C(=O)CCCC(=O)Nc1ccccn1)C(C(=O)NC1CCCCC1)c1ccc(C)cc1 (stereo not given),-0.3,1163,-13%,4%,4.2,2.4,8.0,i,-0.78,-0.28,-0.36,1.3,i,-2,-22%,-0.39,1079
CC(C)C(=O)Nc1ccc(C(=O)N/N=C/c2cc(Br)cc(Br)c2O)cc1,1.9,1058,47%,0%,2.6,1.9,21,i,1.4,0.15,0.82,2.8,i,17,4%,0.03,1396
CCC(C)(C)n1nnnc1C(C(C)C)N(CCN1CCOCC1)Cc1cc2cccc(C)c2[nH]c1=O (stereo not given),-4.9,1202,3%,0%,2.0,1.1,2.0,i,2.4,0.18,1.8,-1.8,i,-5,-6%,·,·
O=C(O)c1cc(Cl)c2c(c1)[C@@H]1C=CC[C@@H]1[C@H](c1ccc(S(=O)(=O)N3CCOCC3)cc1)N2,·,·,18%,52%,2.9,2.9,1.9,i,-0.25,-0.26,-0.45,0.33,i,12,26%,-0.26,1009
CCOc1ccccc1NC(=O)CNC(=O)Cc1ccccc1,-5.3,1117,14%,1%,2.8,2.2,10,i,-0.46,-0.28,0.4,0.45,i,1,-17%,0.06,1569
Cc1ccc(S(=O)(=O)N(C)C)cc1NC(=O)CN1C(=O)NC(Cc2c[nH]c3ccccc23)C1=O (stereo not given),-2.3,1176,6%,0%,·,·,·,i,0.78,-0.25,0.23,-0.82,·,·,-12%,0.07,1570
CCc1cc2c(=O)c(-c3cscn3)coc2cc1O,·,·,-51%,16%,6.4,4.1,2.9,·,0.42,0.0054,1.1,-0.58,i,20,·,0.97,1282
C/C(=N\NC(=O)c1cccc(C)c1)c1cccc(NC(=O)c2ccco2)c1,-0.9,1395,1%,-2%,3.1,2.0,6.2,i,0.29,-0.2,0.78,0.2,i,-22,3%,0.02,1500
COc1cc(NS(=O)(=O)c2ccc(NC(=S)NC(=O)c3ccco3)cc2)nc(OC)n1,-1.5,1338,6%,6%,·,·,·,i,-0.41,-0.19,0.21,-0.57,·,·,-7%,0.05,992
CC(C)CC(=O)N=C1SC2CS(=O)(=O)CC2N1CCc1ccccc1 (stereo not given),-5.3,1031,6%,2%,5.7,2.4,8.1,i,-0.05,-0.2,0.061,0.2,i,18,-21%,0.49,1003
Cc1nn(C)c(=O)n1-c1ccccc1,-0.6,1027,3%,6%,2.7,2.8,11,i,0.25,-0.35,0.012,-0.088,i,6,-47%,0.64,1267
CCOC(=O)c1cnc(-c2ccccc2)nc1Oc1ccc(Cl)cc1,·,·,-2%,3%,2.8,1.1,0.8,i,2.4,-0.12,0.83,-1.8,i,1,21%,·,·
O=C(NNC1=C(C(=O)C(F)(F)F)CCC1)c1ccncc1,-1.4,977,2%,25%,1.6,2.1,3.5,i,0.19,-0.26,0.47,-0.66,i,0,12%,-0.29,1401
C=CCn1cc(/C=C2/NC(=O)NC2=O)c2ccccc21,0.1,1296,-24%,·,·,·,·,·,-0.34,-0.16,0.39,0.6,·,·,1%,·,·
Cc1ccc(C(=O)OCC(=O)N(C)C2CCS(=O)(=O)C2)cc1[N+](=O)[O-] (stereo not given),-0.2,1155,14%,-12%,2.6,2.1,6.8,i,1.1,-0.054,0.77,-1.2,i,-5,-4%,-0.29,1299
CCSc1ncc(/C=N/Nc2ccc(F)cc2)n1C,-0.8,1302,-96%,-10%,3.7,1.4,6.7,i,0.66,-0.28,0.27,-0.84,i,3,-32%,-0.97,1726
O=C(CNC(=O)c1ccccc1)Nc1cccc(C(F)(F)F)c1,0.8,1161,20%,7%,3.2,3.8,6.3,i,-0.65,-0.041,-0.48,0.76,i,17,-14%,-0.27,1549
CC1(C)[C@H]2CC=C(CN3CCC(N4CCC(C(=O)N5CCCC5)CC4)CC3)[C@@H]1C2,1.4,1513,19%,-3%,3.2,2.0,6.4,i,-0.62,-0.28,-0.27,0.92,i,0,2%,-1,1434
Cn1c(NCc2ccco2)nc2c1c(=O)n(Cc1ccc(Cl)c(Cl)c1)c(=O)n2C,-5.6,933,8%,11%,3.0,3.3,5.9,i,0.11,0.11,0.41,-0.61,i,0,-5%,0.3,1175
CCCc1nc2ccccc2n1CCOC,·,·,-1%,-11%,1.9,1.0,6.1,i,-1.2,-0.011,-0.64,0.41,i,7,-6%,-0.91,1020
Cc1ccc2c(c1)C(c1ccccc1)N(C(=O)c1ccc(S(=O)(=O)N3CCOCC3)cc1)CC(=O)N2 (stereo not given),-0.3,926,18%,-1%,1.6,2.1,4.2,i,-1.1,-0.17,-0.14,0.18,i,7,5%,0.28,1230
CCc1nnc(NC(=O)CSc2nnc(-c3ccc(NS(=O)(=O)c4ccccc4)cc3)o2)s1,-1.9,1081,10%,<1µM*,3.3,2.2,5.8,i,0.21,-0.23,0.2,0.46,i,-5,-7%,-0.21,1507
COC(=O)c1ccc(C)c(-n2c(C)cc(C=O)c2C)c1,0.4,495,0%,4%,5.0,1.2,1.4,i,0.81,-0.23,0.6,-1,i,14,21%,0.07,1202
CCN1CCc2nc3ccccc3c(C(=O)Nc3ccc(F)cc3)c2C1,-0.4,1257,8%,1%,·,·,·,i,0.15,-0.21,0.13,0.28,·,·,-4%,-0.32,1122

# An excerpt from above in order of the MT stabilize HCS Hoechst-high % value, rising:
compound | MT stabilize HCS Hoechst-high %
CCC(C)(C)n1nnnc1C(C(C)C)N(CCN1CCOCC1)Cc1cc2cccc(C)c2[nH]c1=O (stereo not given) | 1.1
Cc1ccc(C(=O)OCC(=O)N(C)C2CCS(=O)(=O)C2)cc1[N+](=O)[O-] (stereo not given) | 2.1
Cc1nn(C)c(=O)n1-c1ccccc1 | 2.8

# New compounds follow:
SMILES,b-catenin transl,b-catenin transl cell count 5 µM,NOD2 inhibition,M17LAP inhibition,MT stabilize HCS,MT stabilize HCS Hoechst-high %,MT stabilize HCS cytotoxicity %,Yfh1-off respiration,Dynein transport,Dynein transport cytoplasmic EGFP,Dynein transport nuclear GR-EGFP,Dynein transport cell count,Autophagy mod,Autophagy mod cell loss 18 h,NOD1 inhibition,Ins promoter up,Ins promoter up cell count
CCN(CC)CCn1c(SCC(=O)NCc2ccccc2)nc2c(sc3ccccc32)c1=O,-0.8,1040,3%,-6%,1.8,1.7,6.8,i,-0.28,-0.23,-0.22,0.63,i,3,9%,·,·
Cn1ccnc1SCC(=O)c1ccc(O)cc1,-1.0,1394,-12%,10%,·,·,·,i,0.98,-0.25,0.34,-0.67,·,·,-13%,0.69,1391
C1=C(c2ccccc2)Nc2nnnn2C1,0.0,957,-9%,-245%,1.6,1.8,0.9,i,0.34,-0.21,-0.1,0.57,i,3,22%,3.1*,683*
Cc1cc(C)nc(NS(=O)(=O)c2ccc(NC(=O)CSc3nc(-c4ccccc4)c(C#N)c(=O)[nH]3)cc2)n1,-1.2,1066,16%,56%,4.0,1.4,5.1,i,-0.18,-0.34,-0.19,0.83,i,13,-21%,·,·
CSc1cccc(NS(=O)(=O)c2ccc(C(C)=O)cc2)c1,0.8,1283,18%,-8%,·,·,·,i,2.2,-0.24,1.1,-0.94,·,·,-13%,-1,938
COC(=O)[C@H](CCSC)NS(=O)(=O)c1ccccc1Br,-2.1,1206,-4%,-11%,·,·,·,i,-1.2,-0.72,-0.49,0.084,·,·,-3%,-0.01,854
Cc1ccc(S(=O)(=O)N2CCCOC2CNC(=O)C(=O)NCCCn2ccnc2)cc1 (stereo not given),4.2,501,22%,-1%,4.9,2.6,3.4,i,-0.086,-0.2,0.14,-0.67,i,0,22%,0.07,1254

# An excerpt from above, limited to Dynein transport cell count.
canonical_smiles | Dynein transport cell count
Cn1c(NCc2ccco2)nc2c1c(=O)n(Cc1ccc(Cl)c(Cl)c1)c(=O)n2C | -0.61
CCCc1nc2ccccc2n1CCOC | 0.41
Cc1ccc2c(c1)C(c1ccccc1)N(C(=O)c1ccc(S(=O)(=O)N3CCOCC3)cc1)CC(=O)N2 (stereo not given) | 0.18
CCc1nnc(NC(=O)CSc2nnc(-c3ccc(NS(=O)(=O)c4ccccc4)cc3)o2)s1 | 0.46
COC(=O)c1ccc(C)c(-n2c(C)cc(C=O)c2C)c1 | -1
CCN1CCc2nc3ccccc3c(C(=O)Nc3ccc(F)cc3)c2C1 | 0.28

# These rows are one share of the data; rates above refer to the full screens.
